HePTP inh = human HePTP phosphatase inhibition; P35236; recombinant HePTP phosphatase activity, OD absorbance; AID 521; 0.64% of 110,000 active; inhibition, % at 20 µM; in the data active = inhibition above about 50%;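 note: plate controls were vehicle for no effect and reference inhibitor for full effect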
Target sequence (P35236 whole entry, looked up): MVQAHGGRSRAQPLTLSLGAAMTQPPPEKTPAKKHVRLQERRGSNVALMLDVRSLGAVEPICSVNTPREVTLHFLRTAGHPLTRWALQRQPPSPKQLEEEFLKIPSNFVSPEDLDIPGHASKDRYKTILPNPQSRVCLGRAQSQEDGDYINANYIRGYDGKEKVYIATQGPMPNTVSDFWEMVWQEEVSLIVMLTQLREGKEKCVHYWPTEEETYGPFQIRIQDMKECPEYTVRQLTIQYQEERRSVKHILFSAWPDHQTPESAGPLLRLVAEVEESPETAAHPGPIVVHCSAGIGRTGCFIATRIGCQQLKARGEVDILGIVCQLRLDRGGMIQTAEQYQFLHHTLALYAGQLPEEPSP
BAP1 block = human BAP1 deubiquitinase inhibition | Q92560 | recombinant BAP1, Ub-AMC hydrolysis fluorescence kinetic; active compounds read low | activity remaining (% of control), % at 20 µM | 0.48% of 72,000 active | AID 436;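 active = activity remaining at or below 50% of control, provided the compound also passes the data quality filters; inactive = the rest, including low values that fail the filters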;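 note: 100% = DMSO wells rate and 0% = substrate alone blank rate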
Target sequence (Q92560 whole entry, looked up): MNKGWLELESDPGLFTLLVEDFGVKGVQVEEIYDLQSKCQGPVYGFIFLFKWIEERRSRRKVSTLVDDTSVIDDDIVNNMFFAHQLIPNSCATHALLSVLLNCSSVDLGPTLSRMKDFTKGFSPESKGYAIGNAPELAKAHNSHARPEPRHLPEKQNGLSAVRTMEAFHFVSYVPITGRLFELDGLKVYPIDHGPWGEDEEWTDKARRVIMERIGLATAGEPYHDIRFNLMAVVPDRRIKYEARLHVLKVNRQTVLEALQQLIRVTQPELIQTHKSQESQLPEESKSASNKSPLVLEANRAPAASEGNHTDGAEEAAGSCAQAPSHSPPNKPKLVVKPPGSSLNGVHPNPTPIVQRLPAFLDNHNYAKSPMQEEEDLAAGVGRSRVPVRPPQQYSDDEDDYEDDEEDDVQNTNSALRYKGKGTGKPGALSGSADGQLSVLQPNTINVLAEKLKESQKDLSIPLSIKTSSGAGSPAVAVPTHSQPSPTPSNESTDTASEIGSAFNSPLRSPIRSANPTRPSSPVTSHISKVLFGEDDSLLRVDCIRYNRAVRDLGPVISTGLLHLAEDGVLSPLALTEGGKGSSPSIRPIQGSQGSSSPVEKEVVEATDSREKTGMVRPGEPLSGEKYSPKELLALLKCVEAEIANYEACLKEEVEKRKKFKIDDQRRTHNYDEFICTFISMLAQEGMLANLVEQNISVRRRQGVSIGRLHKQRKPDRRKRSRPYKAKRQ
Active calls of the source: *; . = no result given; & = joins results of further samples.

cpd	SMILES	HePTP inh	BAP1 block
1	COc1cccc(NC(=O)C2CCN(c3ncccn3)CC2)c1	-3.3	98.5
2	CCOC(=O)c1ccc(Oc2nc(NC(C)(C)C)nc(N(C)C)n2)cc1	-1.7	67.8
3	CC(=O)Nc1ccc(S(=O)(=O)Nc2cccc([N+](=O)[O-])c2C)cc1	.	74.1
4	CCc1cccc2c(=O)c(C(=O)N3CCOCC3)c[nH]c12	-1.2	119.2
5	CCOCCCNS(=O)(=O)c1ccc(Br)cc1	3.3	115.5
6	CCOc1ccc(N2C(=O)CC(Nc3ccc(N4CCCCC4)cc3)C2=O)cc1 (centres undefined)	3.1	84.6
7	C#CCn1cc(/C=C2\C(=O)NC(=O)N(c3ccc(Br)c(C)c3)C2=O)c2ccccc21	1.0	.
8	CCCC1(CCC)NC(=O)NC1=O	9.6	101.7
9	O=C(OCc1nc2ccccc2[nH]1)C12CC3CC(CC(C3)C1)C2	.	156.9
10	CC(Cc1ccccc1)N/C=C1/CC(=O)NC1=O (centres undefined)	7.2	98.7
11	C=CCN1C(=O)/C(=C\c2ccc(OCc3ccccc3F)c(OC)c2)C(=O)NC1=S	-2.1	.
12	CCCCOc1ccc(C(=O)Oc2ccc(C)nc2)cc1	6.9	94.4
13	CS(=O)(=O)N(CC(=O)N1CCC(C(N)=O)CC1)c1ccc(Oc2ccccc2)cc1	-3.3	97.0
14	O=C(CSC1=NC(=O)C(Cc2ccccc2)C(=O)N1)NC1CCCCC1 (centres undefined)	-9.1	102.6
15	Cc1nnc(Sc2nc3c(c(=O)[nH]c(=O)n3C)n2Cc2ccccc2Cl)s1	3.6	87.8
16	Cc1cc(/C=C2\C(=O)NC(=S)N(c3ccccc3)C2=O)c(C)n1-c1cccnc1	-2.3	.
17	CCOC(=O)C(C)Sc1nnc(Cc2cc(=O)[nH]c(=O)[nH]2)n1-c1ccc(OCC)cc1 (centres undefined)	3.5	102.8
18	CCOC(=O)c1ccc(NS(=O)C23CC4CC(CC(C4)C2)C3)cc1 (centres undefined)	-2.6&6.3	78.2&183.5
19	Cc1ccccc1C(=O)N/N=C/c1ccc(Sc2nnnn2-c2ccccc2)o1	-6.2	.
20	Cc1ccc(S(=O)(=O)N2CCOCC2)cc1S(=O)(=O)N1CCOCC1	-15.9	.
21	Cc1ccc(/C(O)=C2/C(=O)C(=O)N(CCN3CCOCC3)C2c2cccnc2)cc1 (centres undefined)	4.2	82.5
22	CN(C(=O)OCc1ccccc1)C(CC(N)=O)C(=O)O (centres undefined)	8.5	95.7
23	N#C[C@@H]1[C@@H]2C(=O)N(c3ccc4c(c3)OCCO4)C(=O)[C@@H]2C2c3ccccc3C=CN21 (some centres undefined)	8.9	80.6
24	COC(=O)c1cc(C(=O)Nc2ccc(Cl)cc2Cl)cc([N+](=O)[O-])c1	-7.8	.
25	COc1ccccc1CNC(=O)COC(=O)c1cnccn1	0.5	114.6

Along the list, as entered above.
HePTP inh for nos. 9–18: ., 7.2, -2.1, 6.9, -3.3, -9.1, 3.6, -2.3, 3.5, -2.6&6.3
BAP1 block for nos. 9–18: 156.9, 98.7, ., 94.4, 97.0, 102.6, 87.8, ., 102.8, 78.2&183.5

Some of the entries so far, with one line to a screen:
1	COc1cccc(NC(=O)C2CCN(c3ncccn3)CC2)c1
2	CCOC(=O)c1ccc(Oc2nc(NC(C)(C)C)nc(N(C)C)n2)cc1
3	CC(=O)Nc1ccc(S(=O)(=O)Nc2cccc([N+](=O)[O-])c2C)cc1

compound no.,1,2,3
HePTP inh,-3.3,-1.7,.
BAP1 block,98.5,67.8,74.1

Remaining list, next part:
cpd	SMILES	HePTP inh	BAP1 block
26	O=C(Nc1c(C(=O)O)[nH]c2ccccc12)NC1CCCCC1	8.4	.
27	Nc1cc(CN2C(=O)c3ccccc3C2=O)cc(Cl)c1O	-2.9	96.0
28	O=C1NC(=Nc2cccc(O)c2)S/C1=C\C=C\c1ccccc1	-7.7	.
29	CC(C)(C)c1[nH]nc2c1C(c1ccc(OC(=O)c3ccco3)cc1)C(C#N)=C(N)O2 (centres undefined)	-3.1	80.0
30	COc1ccc(OC)c(C(c2nnnn2CCc2ccccc2)N2CCN(c3ccccc3)CC2)c1 (centres undefined)	7.0	125.6
31	COc1ccc(C(=O)Nc2cccc(NC(=O)c3cccc(Cl)c3)c2)cc1[N+](=O)[O-]	.	68.0
32	CCN(CC)S(=O)(=O)c1ccc(C(=O)Nc2nc3ccc4nc(SC)sc4c3s2)cc1	.	150.3
33	CCOc1ccc(NC2=CC(=O)CC(c3ccccc3)C2)cc1 (centres undefined)	2.7	.
34	CCCCN(C(=O)c1cc(OC)c(OC)c(OC)c1)C1=CC2CCC(C1)N2C (centres undefined)	4.9	104.9
35	O=C(CCS(=O)(=O)c1cccc2nonc12)NC1CCCCCC1	-6.0	.
36	Cc1ccccc1OCC(=O)Nc1ccc(N2CCN(C(=O)C(C)C)CC2)c(Cl)c1	4.0	73.2
37	O=S(=O)(c1cc(Cl)cc(Cl)c1O)c1cc(Cl)cc(Cl)c1O	15.1	.
38	Cc1ccc(/C=C(\C#N)c2nc(-c3cccc([N+](=O)[O-])c3)cs2)o1	-0.4	.
39	CCOC(=O)C(=CNc1ccc([N+](=O)[O-])cc1)C(=O)OCC	8.7	.
40	Cn1c(C(=O)OCC(=O)NCc2ccco2)cc2sccc21	8.6	.
41	CCCCn1c(SCC(=O)N2CCCc3ccccc32)nc2c1c(=O)n(C)c(=O)n2C	10.0	77.9
42	O=C(c1cccc(F)c1)N1CCN(Cc2ccc(C(F)(F)F)cc2)CC1	-1.6	.
43	O=C(NC(Nc1ccc(Br)cc1)C(=O)c1ccccc1)c1ccco1 (centres undefined)	-3.1	.
44	CCOc1ccc(N=Cc2ccc(N(C)C)cc2)cc1	.	57.6
45	Clc1cccc2sc(N3CCCC3)nc12	-8.4	113.0
46	CN1CCN(C2=NC3(CCCC3)C(C#N)C(=O)N2)CC1 (centres undefined)	9.9	106.6
47	CCOc1ccc(-c2cc(OCC)c3c(C)oc(C)c3c(=[O+]CC)c2)cc1	6.5	.
48	CC(C)CNc1c(N)c(=O)oc2ccccc12	.	119.0
49	O=C(CC1c2ccccc2Oc2ccccc21)NCc1ccco1	-5.0	99.5
50	CCOC(=O)C1=C(C)NC(C)=C(C(=O)OCC)C1C(=O)OCC(=O)N1CCc2ccccc2C1	-9.0	.

The list continues:
cpd	SMILES	HePTP inh	BAP1 block
51	CCOc1ccc2c(c1)C(=C1SC(C(=O)OC)=C(C(=O)OC)S1)C(=S)C(C)(C)N2C(=O)c1cccc(OC)c1	10.4	.
52	Cc1c(C)n(C(=O)CSc2nccn2C)c2ccccc12	9.4	101.2
53	O=C(Cn1[nH]c(=O)c2ccccc2c1=O)OCC(=O)N1CCCc2ccccc21	5.8	106.7
54	CSC1=NCCN1C(=O)c1ccc(Br)o1	-10.6	94.6
55	COc1cc(N2C(=O)c3ccccc3C2=O)c(OC)cc1Cl	.	175.7
56	CCC(=O)Nc1cc(C(C)C)c(O)cc1C	4.4	91.5
57	O=C(Nc1ccccc1F)c1cc2cc([N+](=O)[O-])ccc2oc1=O	-11.7	.
58	O=C(NCc1ccccn1)C(=O)N/N=C/c1ccc(Br)cc1	0.9	.
59	CCOC(=O)c1cc(C(=O)c2cc(F)ccc2O)coc1=N	1.9	51.6
60	O=Cc1ccc(OCc2ccccc2)cc1	2.2	.
61	COc1ccc(C(CC(=O)O)NC(=O)c2cccs2)cc1 (centres undefined)	4.5	108.9
62	Clc1ccc(/C=N/Nc2nc(N3CCOCC3)nc(N3CCOCC3)n2)cc1Cl	-2.9	.
63	O=C(Nc1ncc(S(=O)(=O)c2ccc([N+](=O)[O-])cc2)s1)c1ccc(-c2ccccc2)cc1	9.2	51.4
64	Cc1ccnc(NS(=O)(=O)c2cccs2)c1	4.3	104.3
65	CCOC(=O)Cn1c(=O)oc2cc(S(=O)(=O)NCCCc3ccccc3)ccc21	8.9	.
66	N#C/C(=C/c1ccccc1F)C(=O)Nc1cccc(Br)c1	-10.3	.
67	CC1(C)Nc2ccccc2-c2c1ssc2=NC1CCCCC1	-6.2	.
68	O=Cc1ccc(-c2nc3c4ccccc4ccn3c2C=O)o1	-14.1	.
69	Cc1nn(Cc2ccc(Cl)c(Cl)c2)c(C)c1NC(=O)c1cc(C2CC2)on1	-7.1	87.9
70	COc1cccc(NC(=O)Nc2cccc(C(F)(F)F)c2)c1	-0.4	.
71	COc1cc(OC)c(/C=N/NC(=O)c2cccc(Cl)c2)cc1Br	7.5	.
72	Cc1ccc(CNc2ccc(O)cc2)cc1	5.3	121.3
73	CCCC(=O)Nc1nnc(COc2ccc(C)c(C)c2)s1	1.4	.
74	CCN(CC(=O)Nc1ccc2c(c1)OCCO2)c1ccc(S(=O)(=O)N2CCOCC2)cn1	5.9	106.8
75	CCOC(=O)C1=C(NC(=O)CC)Oc2ccc3ccccc3c2C1c1ccccc1 (centres undefined)	-0.8	.

(further entries)
cpd	SMILES	HePTP inh	BAP1 block
76	COc1cccc(OC)c1C(=O)NNC(=O)c1cccc(Cl)c1	1.9	.
77	CCOC(=O)C1CCN(C(=O)c2ccc(NC(=O)C3CCCO3)cc2)CC1 (centres undefined)	-7.6	.
78	O=C1CC(c2ccc(S(=O)(=O)N3CCCCC3)cc2)CN1 (centres undefined)	.	85.0
79	CCOC(=O)NCc1ccc2[nH]c(C)cc2c1	-15.9	101.6
80	CC1(C)CC(=O)C(C=NCCO)=C(O)C1	14.3	98.2
81	CCCSC1=C(C#N)C(c2ccc(F)cc2)CC(=O)N1 (centres undefined)	5.4	.
82	COc1ccc(CN(C2CCCC2)S(=O)(=O)c2ccc(-n3cnnn3)c(OC)c2)cc1OC	-0.2	90.1
83	CC(C)(Oc1ccc(Cl)cc1)C(=O)NCc1ccncc1	5.6	135.5
84	CCOc1ccccc1NC(=O)c1cccc(NC(=O)c2ccco2)c1	-0.7	.
85	COc1ccccc1OCCCCN1CCCC1	1.7	.
86	COCCCN(C(=O)Cn1ncc2c(=O)oc3ccc(C)cc3c21)C(C)c1ccncc1 (centres undefined)	1.4	92.5
87	COc1ccc(C(=O)N/N=C/c2cc(OC)c(O)c([N+](=O)[O-])c2)cc1OC	-7.3	.
88	COc1cccc(/C=N/NC(=O)c2cccc(N3CCCC3=O)c2)c1	-4.1	.
89	O=C(O)c1cccc(NC(=O)c2cccc(NC(=O)C3CCCO3)c2)c1 (centres undefined)	7.6	116.3
90	COc1ccccc1/C=C1\SC(=S)N(c2cccc(C(=O)O)c2)C1=O	-8.3	.
91	COC(=O)c1ccc2c(=O)n(CC3CCCO3)c(=S)[nH]c2c1 (centres undefined)	7.1	101.0
92	O=C(O)c1ccc([N+](=O)[O-])c2c1NC(c1ccccc1)C1CC=CC21 (centres undefined)	87.6*	.
93	COc1cc(C(c2sc3nc(C)nn3c2O)N2CCN(c3ccccc3)CC2)cc(OC)c1OC (centres undefined)	0.9	97.9
94	CC(=O)Nc1c2c(nn1-c1ccc(C)cc1C)CSC2	1.9	107.9
95	CCCCOC(=O)c1cccc(NC(=O)c2ccccc2Br)c1	-4.1	.
96	Cc1sc2nc3c(C(=O)N4CCN(c5ncccn5)CC4)cccn3c(=O)c2c1C	-10.6	62.6
97	COc1ccc(C(=O)N2N=C(C)CC2(O)c2ccc(Br)cc2)cc1 (centres undefined)	6.5	.
98	CCCCCc1ccc(CC(=O)O)cc1	-2.9	111.5
99	COc1ccccc1OCC(=O)Nc1c(C)cccc1C(C)C	11.9	.
100	CC(C)C(C(=O)NCc1ccco1)N(C(=O)CNS(=O)(=O)c1ccccc1)C1CCCC1 (centres undefined)	2.6	88.6

The listing continues:
cpd	SMILES	HePTP inh	BAP1 block
101	CCOC(=O)CNC(=O)C(Cc1ccccc1)NS(=O)(=O)c1ccc2c(c1)CCC(=O)N2 (centres undefined)	0.1	121.0
102	O=S(=O)(NCCc1ccccc1)c1ccc(Br)cc1	9.0	.
103	O=NN(CCCl)C(=O)NCCCl	.	94.0
104	Cc1ccc(C)n1NC(=O)c1cccs1	6.7	.
105	CCOCCn1c(COc2ccccc2)nc2ccccc21	0.2	94.8
106	Nc1nc(Nc2nc(N3CCCC3)cc(C(F)(F)F)n2)cc(C(F)(F)F)n1	4.2	.
107	CCCOc1ccc(N2C(=O)CC(N3CCOCC3)C2=O)cc1 (centres undefined)	4.6	113.4
108	Cn1c2c(c(=O)n(C)c1=O)C(c1ccc(O)cc1)Nc1ccccc1O2 (centres undefined)	4.6	107.7
109	COc1cc(C)c(C)cc1S(=O)(=O)N1CCN(Cc2ccccc2)CC1	10.5	93.4
110	CCOC(=O)C1=C(C)NC(SCC(N)=O)=C(C#N)C1c1ccncc1 (centres undefined)	8.2	89.8
111	Cc1ccc(-n2c(Cn3cnc4ccccc43)nnc2SCC(=O)O)cc1	-2.6	97.6
112	O=C(CSc1nc2ccccc2[nH]1)NC(=O)NCc1ccco1	2.6	104.9
113	COc1ccccc1N(CC(=O)NCc1ccccc1)S(C)(=O)=O	4.8	94.3
114	C=CCOC(=O)C(CC=C)(C(F)(F)F)C(F)(F)F	12.6	.
115	O=C(/C=C/c1ccccc1)Nc1nnc(C2CCCC2)s1	4.0	.
116	CC(NS(=O)(=O)c1ccccc1)C(c1cccs1)N1CCN(c2ccccc2)CC1 (centres undefined)	10.1	.
117	CCOc1ccc(C(NC(=O)c2ccco2)c2ccc(OC)c(OC)c2)cc1 (centres undefined)	-0.7	.
118	N#CCSc1nnc(-c2ccc(S(=O)(=O)N3CCOCC3)cc2)n1CC1CCCO1 (centres undefined)	7.1	108.1
119	CCOc1ccc(-c2cc(C(=O)N/N=C/c3ccc(C(=O)OC)cc3)[nH]n2)cc1	-0.9	.
